# High-throughput results from PubChem.
# K1F lysis inhibition: protection from phage-mediated lysis, alamar blue read-out – E. coli UTI89, K1F phage, bacterial capsule biogenesis inhibitors (AID 488966). E. coli UTI89 K1F phage lysis, alamar blue, 2 h; higher % means a stronger effect. inhibition, % at 100 µM, or IC50 in µM where a hit was titrated. 340,000 tested, 0.02% active;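 active = phage lysis inhibition, versus mean bacterial control, above a set limit; inconclusive = no clear call, values can overlap the other calls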;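 also: capsule biogenesis inhibitors block K1F phage lysis so surviving cells raise fluorescence; higher fluorescence means more inhibition of phage lysis; actives were called in the ten point dose series up to 300 µM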
# T cell HTS: modulates CD8 T cell binding to vesicles. calls only at 7 µM. 2C CD8+ T cell-vesicle binding, flow cytometry; active compounds read low. AID 2052. 330,000 tested, 0.068% active;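 active = response, share of CD8 T cells binding vesicles, and their 90th percentile fluorescence all below set limits, cut at about 80% in these data, passing the limit was not always enough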
#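 Benchmarks: naked versus QL9-loaded vesicles / Assay system: purified 2C TCR transgenic mouse naive CD8+ T cells / Technique: high-throughput flow cytometry with anti-B7-1 and anti-CD8 staining / Timing: Cell–vesicle co-incubation 1.5 h at 37 °C, staining 20 min on ice / Read-out: percent CD8+ FL2 mean versus row control / Probe or stimulus: QL9-loaded Drosophila micro-vesicles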
# RSV CPE inhibition: inhibition of RSV-induced cytopathic effect – HEp-2 cells, primary 10 µM value included (AID 2391). HEp-2 cells, RSV-induced CPE inhibition; higher % means a stronger effect. CPE inhibition, % at 10 µM, or IC50 in µM where a hit was titrated. 310,000 tested, 0.13% active; in the data active = a potency from the dose series; inconclusive = CPE inhibition mostly from about 23% at the one dose, without a potency; inactive = the rest, 99 in 100 with CPE inhibition below about 21%; also: strong numbers were not always called active
# T cell HTS vesicle-bound %: recorded beside T cell HTS, whose call it bears; double positive events, %; measured here: CD8+ vesicle-bound cell fraction;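 binding gate set so that unloaded-vesicle control wells show 10% double positive cells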
# Starred values were filed as active, the others as inactive; i = inactive; ? = inconclusive; [ ] = remark or other dose. The list is partial, so the mix of outcomes need not match the whole.
# Every second line gives: K1F lysis inhibition, T cell HTS, T cell HTS vesicle-bound %, RSV CPE inhibition
Cc1cc(C)n2nc(C(=O)OCC(=O)NNC(=O)c3ccccc3)nc2n1
    0.0%[50 µM], i, 38, 0.7%
CN1CCN(S(=O)(=O)c2cccc(C(=O)NCCOc3ccccc3)c2)CC1
    0.9%[50 µM], i, 26, 0.5%
O=C(CN1C(=O)NC(Cc2ccccc2)C1=O)Nc1ccccc1OC(F)F (stereo not given)
    1.4%[50 µM], i, 42, -0.9%
Cc1ccc(S(=O)(=O)N2CCCCC2CCNC(=O)C(=O)NCc2cccnc2)cc1 (stereo not given)
    0.2%[50 µM], i, 41, 1.1%
CCOc1ccc(OCC(=O)Nc2ccccc2N2CCCC2)cc1
    0.9%[50 µM], i, 57, 4.4%
CCOc1ccc(CCNC(=O)COC(=O)CCc2cc(OC)c(OC)c(OC)c2)cc1OCC
    -0.6%, i, 52, -1.4%
CCN(CC(=O)NCc1cccs1)C(=O)c1cccc(S(=O)(=O)Nc2ccc(OC)cc2)c1
    0.5%[50 µM], i, 31, -0.9%
Cc1ccc(C(=O)N(CCC2=CCCCC2)c2c(N)n(Cc3ccccc3)c(=O)[nH]c2=O)o1
    0.8%[50 µM], i, 44, 0.7%
NCCCCC(N)c1cn([C@@H](CCC(=O)O)C(=O)N2CCNCC2)nn1 (stereo not given in full)
    0.5%, i, 30, -1.1%
CC(=O)c1ccc(NC(=O)C(C)OC(=O)C2CCN(c3ccc(C(F)(F)F)cn3)CC2)cc1 (stereo not given)
    -0.7%[50 µM], i, 28, 4.9%

# Record cards, as listed above.
# NCCCCC(N)c1cn([C@@H](CCC(=O)O)C(=O)N2CCNCC2)nn1 (stereo not given in full) as listed: K1F lysis inhibition = 0.5%; T cell HTS = i; T cell HTS vesicle-bound % = 30; RSV CPE inhibition = -1.1%
# O=C(CN1C(=O)NC(Cc2ccccc2)C1=O)Nc1ccccc1OC(F)F (stereo not given) as listed: K1F lysis inhibition = 1.4%[50 µM]; T cell HTS = i; T cell HTS vesicle-bound % = 42; RSV CPE inhibition = -0.9%

# Structures from the list above that contain a halogen, in the order listed:
# Every second line gives: K1F lysis inhibition, T cell HTS, T cell HTS vesicle-bound %, RSV CPE inhibition
O=C(CN1C(=O)NC(Cc2ccccc2)C1=O)Nc1ccccc1OC(F)F (stereo not given)
    1.4%[50 µM], i, 42, -0.9%
CC(=O)c1ccc(NC(=O)C(C)OC(=O)C2CCN(c3ccc(C(F)(F)F)cn3)CC2)cc1 (stereo not given)
    -0.7%[50 µM], i, 28, 4.9%

# Next compounds
# Every second line gives: K1F lysis inhibition, T cell HTS, T cell HTS vesicle-bound %, RSV CPE inhibition
CCOc1ccc(NS(=O)(=O)c2ccc(C(=O)NCC(c3ccco3)N3CCCC3)cc2)cc1 (stereo not given)
    -0.2%[50 µM], i, 40, 0.1%
COc1ccc(CCNC(=O)CSc2nc(=O)[nH]c3c2CCC3)cc1OC
    1.1%[50 µM], i, 16, 2.8%
Cn1c(/C(C#N)=C(\O)c2ccccc2Cl)nc2ccccc21
    -0.8%, i, 39, -1.6%
Cc1cc(NC(=O)C(C)SCC(=O)NCc2ccc(F)cc2)no1 (stereo not given)
    0.4%[50 µM], i, 21, 1.1%
CCN1CCN(c2ccc(S(=O)(=O)N3CCOCC3)cc2NC(=O)/C=C/c2ccc(OC)cc2OC)CC1
    0.9%[50 µM], i, 8, 0.0%
Cc1ccc(S(=O)(=O)N2CCN(S(=O)(=O)c3c(C)n[nH]c3C)CC2)cc1C
    0.4%[50 µM], i, 23, 1.3%
Cc1nn(CC(=O)NC(=O)NC2CCCCC2C)c(=O)c(C#N)c1C (stereo not given)
    1.5%[50 µM], i, 27, -1.1%
Cc1ccc(-c2nc(COC(=O)C3=NN(c4ccccc4)C(=O)CC3)cs2)cc1
    -0.2%, i, 8, 2.0%
CCOc1ccccc1OCCCC(=O)Nc1cccc(-n2cnnn2)c1C
    0.8%[50 µM], i, 35, 0.7%
Cc1ccc(S(=O)(=O)N(C)C)cc1NC(=O)COC(=O)CCC1CCCC1
    -0.5%[50 µM], i, 51, 0.3%
O=C(COC(=O)/C=C/c1ccc(OC(F)F)cc1)Nc1cccc(S(=O)(=O)N2CCCC2)c1
    0.7%[50 µM], i, 10, 6.8%
O=C(Nc1ccccn1)c1ccc2c(=O)n3c(nc2c1)CCCCC3
    1.2%[50 µM], i, 52, -0.3%
CC1CN(S(=O)(=O)c2ccc(C(=O)OCc3ccc(C#N)cc3)cc2)CC(C)O1 (stereo not given)
    0.7%[50 µM], i, 34, 0.2%
NC(=O)Nc1ccc(C(=O)OCC(=O)N2CCc3ccccc3C2)cc1
    1.2%[50 µM], i, 24, 1.4%
CNc1nc(OCC(F)(F)F)nc(OCC(F)(F)F)n1
    -0.1%, i, 42, 5.1%
CCc1cccc(NC(=O)COC(=O)/C=C/c2cccs2)c1
    0.8%[50 µM], i, 52, -0.7%
COCCN(C(=O)CCCc1nc2ccccc2s1)c1c(N)n(CC(C)C)c(=O)[nH]c1=O
    0.6%[50 µM], i, 50, 0.4%
COc1ccc(NS(=O)(=O)c2cccc(C(=O)NCc3ccco3)c2)cc1
    1.4%[50 µM], i, 55, 2.5%
NS(=O)(=O)c1ccc(CCNC(=O)COC(=O)c2cc([N+](=O)[O-])ccc2N2CCOCC2)cc1
    0.6%[50 µM], i, 32, -1.2%
COc1ccc2oc(C(=O)OCC(=O)Nc3ccc(N4CCOCC4)cc3)c(C)c2c1
    1.3%[50 µM], i, 36, 0.4%
Nc1nc(COC(=O)C2CC(=O)N(CCc3ccccc3)C2)nc(Nc2ccccc2)n1 (stereo not given)
    0.2%[50 µM], i, 48, 1.0%
Cc1ccc(NC(=O)CSc2nc(=O)n(Cc3ccncc3)c3c2CCC3)c(C)c1
    -0.1%[50 µM], i, 55, 2.0%
Cc1nnc(SCC(=O)N2CCN(C(=O)c3ccco3)CC2)n1C
    0.6%[50 µM], i, 37, -0.7%
Cc1ccc(NC(=O)c2cccc(S(=O)(=O)N(C)C3CCCCC3)c2)nc1
    -0.7%[50 µM], i, 53, 3.6%
O=C(c1ccncc1)N1CCN(S(=O)(=O)c2ccccc2Br)CC1
    0.8%[50 µM], i, 32, 1.0%
CC1CCCCC1NC(=O)c1ccc(NS(=O)(=O)c2ccc3[nH]c(=O)[nH]c3c2)cc1 (stereo not given)
    0.4%[50 µM], i, 54, 1.1%
Cc1ccc(C(=O)NNC(=O)c2ccc(NS(=O)(=O)c3cccs3)cc2)o1
    -0.3%, i, 14, 0.3%
CN(C(=O)COc1ccc(Cl)cc1Cl)C1(C)CCS(=O)(=O)C1 (stereo not given)
    0.2%[50 µM], i, 23, -1.9%
O=C(COc1ccccc1)NCCS(=O)(=O)N1CCN(c2ccccc2)CC1
    1.1%[50 µM], i, 31, -1.4%
CCCCCCn1nc(C(=O)N(CCOC)c2c(N)n(CCCC)c(=O)[nH]c2=O)c2ccccc2c1=O
    -0.9%, i, 43, -0.3%
COc1ccc(NS(=O)(=O)c2cccc(C(=O)NNC(=O)c3cccc(NC(C)=O)c3)c2)cc1
    0.9%[50 µM], i, 14, -2.2%
CN(CC(=O)Nc1ccccc1Cl)C(=O)Cn1cnc2ccc(Cl)cc2c1=O
    0.8%[50 µM], i, 52, 0.1%
COc1ccccc1/C=C/C(=O)OCC(=O)N1CCc2ccccc21
    0.7%[50 µM], i, 45, 0.5%
CC(=O)Nc1ccc(NC(=O)COC(=O)CCCc2c[nH]c3ccccc23)cc1
    -1.2%, i, 29, 0.7%
O=C(OCC(=O)N1CCCC1=O)c1ccc(O)cc1O
    0.9%[50 µM], i, 59, 0.4%
COC(=O)c1ccc(NC(=O)c2ccccc2C(=O)Nc2ccc(C(=O)OC)cc2)cc1
    -1.1%, i, 42, 0.1%
CC(=O)N1CCN(C(=O)c2ccc(NS(=O)(=O)c3ccc4c(c3)OCCO4)cc2)CC1
    -0.9%, i, 55, -1.3%
O=C(Nc1ncccc1O)c1ccc(S(=O)(=O)N2CCCCCC2)cc1
    0.8%[50 µM], i, 48, 1.2%
O=C(CNC1CCCCC1)Nc1cccc([N+](=O)[O-])c1
    0.6%, i, 33, 0.0%
NS(=O)(=O)c1ccc(NC(=O)NC2CC(=O)N(c3ccc4c(c3)OCCO4)C2)cc1 (stereo not given)
    1.2%[50 µM], i, 49, 0.5%
CC1CCc2cccc3c(O)cc(=O)n1c23 (stereo not given)
    -1.2%, i, 12, 1.1%
CCC(=O)N1CCN(c2cc(N3CCCC3)c(F)cc2[N+](=O)[O-])CC1
    -0.3%, i, 58, 1.0%
CSc1ncccc1C(=O)OCC(=O)N1CC(=O)Nc2ccccc21
    0.5%[50 µM], i, 33, 0.5%
CC(C)c1ccc(NC(=O)CSc2nc(=O)[nH]c3c2CCCC3)cc1
    -0.1%[50 µM], i, 43, ?
Cc1ccc(NC(=O)COc2coc(CN3c4ccccc4CC3C)cc2=O)c(C)c1 (stereo not given)
    -1.1%, i, 30, 3.7%
CC1(c2ccc(OC(F)F)cc2)NC(=O)N(CC(=O)Nc2cccnc2Cl)C1=O (stereo not given)
    0.8%[50 µM], i, 47, 0.2%
Cc1ccccc1NC(=O)C(C)OC(=O)C1CC(=O)N(Cc2ccco2)C1 (stereo not given)
    0.6%[50 µM], i, 38, 1.2%
CCCCN(C(=O)C(CCSC)N1C(=O)c2ccccc2C1=O)c1c(N)n(CCC)c(=O)[nH]c1=O (stereo not given)
    0.3%[50 µM], i, 46, 1.3%
O=C(CCNS(=O)(=O)c1ccccc1C(F)(F)F)NCCCc1ccccc1
    0.7%[50 µM], i, 37, 0.7%
CCCN(CC(=O)Nc1ccccc1OC)C(=O)c1ccc(S(=O)(=O)NCc2ccco2)cc1
    0.5%[50 µM], i, 15, -0.1%

# (list continues)
# Every second line gives: K1F lysis inhibition, T cell HTS, T cell HTS vesicle-bound %, RSV CPE inhibition
CCCCn1c(N)c(N(CCOC)C(=O)COC(=O)CCOc2ccc(C)cc2)c(=O)[nH]c1=O
    1.0%, i, 42, 0.7%
CN(C(=O)COc1coc(CN2CCN(c3ccccc3)CC2)cc1=O)c1ccccc1
    1.1%[50 µM], i, 33, -1.5%
O=C(NCCc1ccccc1)C(=O)NCC1CCCN1S(=O)(=O)c1cccs1 (stereo not given)
    1.3%[50 µM], i, 37, 1.7%
CCn1c(=O)c2c3c(sc2n2c(SCc4ccc(F)cc4)nnc12)CCCC3
    0.3%, i, 14, -0.5%
COc1cc2c(cc1OC)CN(C(=O)CCNS(=O)(=O)c1ccc(Br)cc1)CC2
    1.0%[50 µM], i, 52, 0.6%
CCN(CC(=O)NCc1cccs1)C(=O)/C=C/c1ccc(Cl)c(Cl)c1
    0.9%, i, 55, -1.3%
O=C(NCCc1ccc(Cl)cc1)c1ccc(S(=O)(=O)N2CCCC2)cc1
    -0.4%, i, 48, 1.5%
COc1cc(F)cc(-c2ccc3c(c2)c(-c2cccs2)c(-c2cc(OC)cc(OC)c2)n3C)c1
    1.3%, i, 39, 5.9%
CC(Sc1nnc(C2CC2)n1C1CC1)C(=O)Nc1ccccc1C#N (stereo not given)
    1.1%[50 µM], i, 28, 2.0%
COc1cccc(-c2sc3ccc(OC)cc3c2C#CC(C)(C)O)c1
    -0.8%, i, 69, 11%
C=CCn1c(O)c2ccc(C(=O)N=NC(=O)c3ccc(F)cc3)cc2c1O
    1.0%[50 µM], i, 31, 1.0%
Cc1ccc2nc(SCC(=O)N3CCCCC3)nc(=O)n2c1
    1.1%[50 µM], i, 15, -2.4%
N=c1ccn2c(n1)O[C@H]1[C@@H](CO)[C@H](O)O[C@H]12
    -4.7%, i, 42, -3.1%
NNC(=O)c1cc(S(=O)(=O)N2CCOCC2)c[nH]1
    0.4%[50 µM], i, 35, 1.5%
CS(=O)(=O)c1ccccc1-c1nnc(NC(=O)COc2ccc(Cl)cc2)o1
    1.5%[50 µM], i, 42, 3.9%
CCOc1ccccc1/C=N/NC(=O)c1nnn(-c2nonc2N)c1CN1CCCCCC1
    1.4%, i, 24, -0.2%
Cc1cc(C)nc(NNS(=O)(=O)c2ccc(F)c(Cl)c2)n1
    0.1%, i, 14, -0.9%
OC(COc1ccccc1)CN(Cc1ccccc1)CC(O)COc1ccccc1 (stereo not given)
    0.1%, i, 58, -2.7%
COc1ccccc1C(=O)NCCC(=O)N(C)CC(=O)Nc1ccc(Cl)cc1
    0.9%[50 µM], i, 17, 4.4%
COc1ccc(C(=O)NCCS(=O)(=O)NCc2ccccc2OC)cc1
    1.1%[50 µM], i, 46, -1.1%
O=C(CNC(=O)c1ccc(Br)o1)NNC(=O)c1cccc(Cl)c1
    1.1%[50 µM], i, 7, -2.2%
O=C(CNC(=O)c1ccc(Cl)cc1Cl)NCc1ccccn1
    0.8%[50 µM], i, 42, 0.5%
COc1ccccc1-c1sc2cc3c(cc2c1-c1ccc2c(c1)OCO2)OCO3
    -0.8%, i, 32, 9.8%
